rCAG RNA binder: r(CAG) repeat RNA binding. TO-PRO-1 dye displacement fluorescence. inhibition, % at 3 µM. 370,000 compounds, 1.3% hits;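 active = inhibition above the plate cutoff, the mean of all test compounds on that plate plus 3 SD, cut at about 35% in these data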;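 also: 0% = DMSO alone and 100% = 100 µM mitoxantrone as full dye displacement; higher means more dye released from RNA so lower well fluorescence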
SIAE inh: blocks human sialic acid acetylesterase. Q9HAT2. SIAE FP-Rh probe binding, fluorescence polarization. inhibition, % at 9.66 µM. 370,000 compounds, 0.69% hits. AID 1053197;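 active = inhibition above a cutoff: mean of compounds within the control limits plus 3 SD of those, cut at about 17% in these data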;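 also: 0% = plate median of compound wells and 100% = probe without SIAE protein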
Target sequence (Q9HAT2 whole entry, looked up): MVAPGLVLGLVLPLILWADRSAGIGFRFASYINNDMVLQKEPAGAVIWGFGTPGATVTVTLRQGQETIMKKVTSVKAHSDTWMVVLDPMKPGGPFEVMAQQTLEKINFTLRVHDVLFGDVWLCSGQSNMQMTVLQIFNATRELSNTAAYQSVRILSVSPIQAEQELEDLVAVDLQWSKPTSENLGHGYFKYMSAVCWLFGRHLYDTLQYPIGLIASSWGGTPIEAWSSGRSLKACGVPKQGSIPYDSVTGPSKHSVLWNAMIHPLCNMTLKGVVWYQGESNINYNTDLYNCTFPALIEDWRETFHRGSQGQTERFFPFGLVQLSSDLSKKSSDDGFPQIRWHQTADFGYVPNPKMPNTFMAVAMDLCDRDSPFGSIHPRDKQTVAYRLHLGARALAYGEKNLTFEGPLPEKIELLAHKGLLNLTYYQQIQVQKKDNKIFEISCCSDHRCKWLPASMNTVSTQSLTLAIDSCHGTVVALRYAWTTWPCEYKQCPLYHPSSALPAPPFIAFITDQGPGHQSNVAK
PRMT1 inh: inhibitors of human PRMT1; Q99873; inhibition, % at 2.79 µM; 370,000 compounds, 1.3% hits; recombinant PRMT1, activity-based probe fluorescence polarization;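 active = inhibition above about 21% made by adding two undisclosed values, limit read from the data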
Target sequence (Q99873 whole entry, looked up): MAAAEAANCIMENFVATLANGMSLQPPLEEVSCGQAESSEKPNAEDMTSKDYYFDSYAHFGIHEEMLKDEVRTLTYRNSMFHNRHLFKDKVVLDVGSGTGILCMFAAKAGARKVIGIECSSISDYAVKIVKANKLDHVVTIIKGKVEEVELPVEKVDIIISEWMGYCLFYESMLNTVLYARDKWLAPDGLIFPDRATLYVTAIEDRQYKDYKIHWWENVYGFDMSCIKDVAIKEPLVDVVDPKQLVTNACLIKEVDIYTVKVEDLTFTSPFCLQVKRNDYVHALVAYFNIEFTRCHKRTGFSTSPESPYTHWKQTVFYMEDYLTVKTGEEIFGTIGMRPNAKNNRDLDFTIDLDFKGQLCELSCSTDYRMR
TCR-CD3 inh: blocks the human TCR-CD3 interaction; TAMRA-labeled TCR probe fluorescence, biochemical; inhibition, % at 9.4 µM; 360,000 compounds, 0.37% hits; AID 651800; in the data active = inhibition above about 19%;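 also: recombinant mutant TCR 2C K166C tagged with TAMRA read by polarization; 0% = receptor in buffer alone and 100% = receptor with positive control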
TDP2 inh: blocks human TDP2 phosphodiesterase activity; O95551; recombinant TDP2, T5PNP hydrolysis, p-nitrophenol absorbance 415 nm; inhibition, % at 12.8 µM; 370,000 compounds, 0.34% hits;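 active = inhibition above the mean of all tested compounds plus 3 SD, set per campaign, cut at about 25% in these data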;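 also: 0% = DMSO with enzyme and 100% = buffer with substrate but no TDP2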
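Assay system: Recombinant human TDP2 | Quantity: 120 nM TDP2 per well | Incubation: 2 h at 37 °C | Signal: Epi absorbance | Evaluation: Percent inhibition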
Rev-erbA mod: modulators of human Rev-erb alpha DNA binding | Rev-erbα–FITC-DNA binding, fluorescence polarization, 90 min | 370,000 compounds, 0.79% hits | P20393 | activity, % at 10 µM;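 active = activity above about 14%, limit read from the data; passing the limit was not always enough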;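 also: 0% = DMSO wells with 35 nM protein and 100% = DMSO wells with 750 nM protein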
mABHD4 FP: inhibitors of mouse ABHD4. Q8VD66. purified mABHD4, FP-Rh probe fluorescence polarization. inhibition, % at 8.92 µM. 370,000 compounds, 0.54% hits. AID 720543;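 active = inhibition exceeding the mean over every tested compound plus 3 SD, cut at about 30% in these data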;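 also: 0% = plate median of compound wells and 100% = S159A mutant with DMSO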
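Assay system: mouse ABHD4 enzyme, wild type / Also added: fluorescent activity-based probe FP-Rh / Doses: single nominal dose of 8.92 µM, 0.89% DMSO final / Timing: 45 min compound pre-incubation plus 60 min probe step, 25 °C / Signal: FP readout, ex 525 nm / em 598 nm / Control set: S159A mutant/DMSO as 100%, compound-well median as 0%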
LEDGF integ inh: blocks HIV-1 LEDGF/p75-dependent DNA integration. 370,000 compounds, 0.64% hits. inhibition, % at 3.7 µM. TR-FRET IN-LEDGF/p75 DNA integration, Eu/Cy5;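 active = inhibition above the screen-wide mean plus 3 SD, cut at about 13% in these data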;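 also: signal is the Cy5 over europium emission ratio at 671 and 618 nm; 0% = plate median of compound wells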
HTRA1 inh: inhibitors of human serine peptidase HTRA1. recombinant HTRA1, FP-rhodamine activity-based probe, fluorescence polarization. inhibition, % at 5.96 µM. 340,000 compounds, 0.5% hits. Q92743. AID 504803; in the data active = inhibition above about 36%;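 also: 0% = enzyme with DMSO and 100% = wells lacking enzyme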
PG9 binder: binds the HIV-1 gp120 antibody PG9 | 360,000 compounds, 0.43% hits | inhibition, % at 6.7 µM | TR-FRET gp120-PG9 antibody binding; in the data active = inhibition above about 8.5%
Active calls of the source: *; nt = no result given. Not all compounds are listed (hit frequency here may not be typical).

#	molecule	rCAG RNA binder	SIAE inh	PRMT1 inh	TCR-CD3 inh	TDP2 inh
1	CCCC(=O)Nc1cc(=O)n(C)c(=O)n1C	0	-5	7	-3	-7
2	O=C(Nc1ccc(F)cc1)c1c(Cl)nc2ccccn12	-4	-6	1	-4	-5
3	C[C@@H]1CN([C@@H](C)CO)S(=O)(=O)c2ccc(Br)cc2O[C@H]1CN(C)C(=O)c1cccc(F)c1	0	0	-2	0	4
4	COc1cccc(C(=O)NCc2nnc(SCC(=O)Nc3nccs3)n2-c2cccc(C)c2)c1	-2	8	4	-9	-12
5	CC(C)(C)OC(=O)NCCCC[C@@H](C(=O)NCCCCCCCCCCC(=O)N1CCN(C(=O)OC(C)(C)C)CC1)n1cc(CCO)nn1	-7	3	-2	4	-8
6	CC(C)c1ccc(NC(=O)CN(C)C2=NS(=O)(=O)c3ccccc32)cc1	4	-6	4	2	3
7	CCN(CC)c1ccc(NC(=O)C2=CC=CN3CCS(=O)(=O)N=C23)cc1	2	3	-3	-1	-1
8	COc1ccc2c(c1)CCCC21NC(=O)N(CC(=O)NCc2cccs2)C1=O (configuration not stated)	2	-5	6	-5	-10
9	CN(C)CCN1CCN(C(c2cc3ccccc3o2)c2nnnn2C(C)(C)C)CC1 (configuration not stated)	2	0	-2	3	-9
10	COc1ccc(CN(CC(=O)NCc2ccc(F)cc2)C(=O)c2ccco2)cc1	-3	-1	5	-3	-2
11	COc1ccccc1NC(=O)c1cc(S(=O)(=O)N2CCOCC2)ccc1Cl	0	3	-1	7	3
12	CC1CCC(C(C)C)C(OCC(O)CN2CCCC(C)C2)C1 (configuration not stated)	-9	-15	6	-4	-7

#	Rev-erbA mod	mABHD4 FP	LEDGF integ inh	HTRA1 inh	PG9 binder
1	-5	-7	2	8	0.0
2	3	1	-7	1	-1.0
3	5	6	-4	-2	-2.2
4	-1	3	3	1	-1.3
5	-2	1	0	-3	1.1
6	-6	-4	0	2	-0.5
7	3	10	-7	11	-13
8	0	-9	-1	-3	-0.4
9	1	-7	0	nt	1.2
10	8	6	0	0	-0.2
11	5	-3	0	1	2.4
12	-5	-11	4	-3	0.2

Further records:
#	molecule	rCAG RNA binder	SIAE inh	PRMT1 inh	TCR-CD3 inh	TDP2 inh
13	C(=N\Nc1nc(Nc2ccccc2)nc(Nc2ccccc2)n1)/c1cccnc1	13	-25	-1	5	-4
14	O=[N+]([O-])c1cc(C(F)(F)F)ccc1N1CCN(S(=O)(=O)c2ccc3c(c2)CCCC3)CC1	1	-2	-1	3	-2
15	O=C(c1ccc(NS(=O)(=O)c2ccc3[nH]c(=O)[nH]c3c2)cc1)N1CCCCC1	-1	-1	2	7	0
16	CCn1c(=S)sc2c(=O)n(CC(=O)Nc3ccc(Cl)cc3)c(C)nc21	5	-4	1	6	-13
17	COc1ccc(N2CCN(c3oc(COc4ccc(Cl)cc4)nc3C#N)CC2)cc1	11	9	-3	-5	4
18	COc1cc(NC(=O)C2CCCN(S(=O)(=O)c3cccc4nsnc34)C2)cc(OC)c1 (configuration not stated)	6	-12	3	-5	1
19	CCOC(=O)CC[C@@H]1CC[C@]2(CCCN(Cc3ccc(Cl)cc3)C2)O1	2	0	-1	nt	10
20	O=C(c1ccc(Cn2c(=S)[nH]c3ccc(Br)cc3c2=O)cc1)N1CCN(C2CCCCC2)CC1	5	-2	-1	2	14
21	CCOC(=O)CSc1nnc(COc2ccc3ccccc3c2)o1	-6	0	-6	-1	-13
22	O=C(c1cc(COc2ccc(F)cc2F)on1)N1CC[C@@H]2CCCC[C@H]2C1	-6	4	-4	8	-5
23	O=C(Nc1ccc(S(=O)(=O)O)cc1)c1ccc2c(c1)S(=O)(=O)c1ccccc1C2=O	40*	-2	1	4	2
24	CN(C)c1ccc(/C=C2\CCC/C(=C\c3ccccc3)C2=O)cc1	8	-19	-2	0	-17

#	Rev-erbA mod	mABHD4 FP	LEDGF integ inh	HTRA1 inh	PG9 binder
13	4	-40	-2	-60	0.8
14	1	-1	-2	2	0.5
15	0	2	-3	3	-2.4
16	5	-8	1	-3	-1.0
17	-3	7	0	-2	-1.0
18	0	-8	0	-11	0.5
19	-5	3	-1	nt	nt
20	1	2	1	-47	-0.9
21	4	-1	6	-3	-1.4
22	4	3	1	-18	-3.4
23	-1	-3	0	-10	0.5
24	6	-36	0	-5	-2.5

Additional entries follow:
#	molecule	rCAG RNA binder	SIAE inh	PRMT1 inh	TCR-CD3 inh	TDP2 inh
25	CC(C)Nc1nc(SCC(N)=O)nc(N2CCOCC2)n1	0	-4	-3	4	1
26	CCOC(=O)C(=CN=C(N)Nc1nc2ccccc2o1)C(=O)OCC	4	-4	1	4	14
27	CSc1nc2sc3c(c2c2nnnn12)CCCC3	6	-1	2	-2	6
28	Clc1ccc2c(NCc3ccccc3)ccnc2c1	11	1	0	3	-10
29	O=C1NC(=O)N(Cc2ccccc2F)C1=O	-2	-7	-1	-8	3
30	O=C(CN1CCN(S(=O)(=O)c2ccc(F)cc2)CC1)Nc1ccccc1F	-5	5	-2	4	0
31	Cc1nnsc1C(=O)N/N=C/c1cccc(C(F)(F)F)c1	2	-4	-6	9	7
32	C(=C\c1ccc2nncn2c1)/c1ccccc1	18	5	3	12	3
33	CCC(C)[C@H](NC(=O)NC1CCN(Cc2ccccc2)CC1)C(=O)OC (some centres not stated)	4	-2	-1	-3	1
34	COc1ccc(NC(=O)N2CCOCC2)cc1	2	8	-2	5	9
35	CC(C)CNC(=O)OCc1cn(Cc2ccc(Cl)cc2)nn1	0	3	0	nt	-1
36	Cc1cc(N2CCN(Cc3cn(C)nc3-c3cccc(Cl)c3)CC2)cc(C)n1	-1	13	-1	0	-5

#	Rev-erbA mod	mABHD4 FP	LEDGF integ inh	HTRA1 inh	PG9 binder
25	3	2	1	3	-3.0
26	-1	1	-2	2	-0.4
27	-2	2	-2	-5	1.2
28	4	-1	-2	1	-0.2
29	-4	3	-4	-1	-0.6
30	1	-4	3	2	1.0
31	0	3	3	-4	0.8
32	-3	5	14*	nt	-2.7
33	4	-3	2	-2	-1.9
34	0	1	-2	0	-3.5
35	5	1	-1	nt	nt
36	-2	0	-9	7	-0.3

(continued)
#	molecule	rCAG RNA binder	SIAE inh	PRMT1 inh	TCR-CD3 inh	TDP2 inh
37	OCC[C@@H]1C[C@@H](O)[C@H](O)[C@@]2(Cc3ccccc3O2)O1	0	-1	-3	4	-1
38	CS/C(=C\[N+](=O)[O-])Nc1ccc(F)cc1	6	3	2	-7	-13
39	CCCCCCCCN1C(=O)[C@H](CC(=O)NCC2CCCCC2)C[C@@]2(C(=O)OCC)CCCC=C12	2	0	0	8	-10
40	Cc1ccc(C(=O)NCc2ccc3c(c2)OCO3)c(Cl)c1	0	0	1	-5	3
41	C[C@@H]1CN([C@H](C)CO)C(=O)CCCn2nncc2CO[C@@H]1CN(C)S(=O)(=O)c1ccc(Oc2ccccc2)cc1	4	-2	-2	14	4
42	CSc1ccccc1-c1nnc(-c2ccc(C)cc2)o1	2	-18	-2	3	-24
43	CC1CCCN(CCC(=O)Nc2ccc3c(c2)CCC3)C1 (configuration not stated)	-3	4	-1	4	3
44	COc1ccc(OCC2CCNCC2)cc1	0	2	0	7	-9
45	Cn1c(-c2ccsc2)c(-c2cccs2)c2cc(-c3ccc4cc[nH]c4c3)ccc21	26	12	-3	-5	-4
46	COc1ccc2c(c1OC)C(=O)OC2n1c(O)c(N=NC(C)=O)c2ccccc21 (configuration not stated)	-2	-1	0	2	8
47	Cc1nc2c(C(=O)N3CCOCC3)cnn2c(C)c1Cc1ccc(Cl)cc1	-7	-2	-1	6	1
48	Cc1ccc(C(=O)NNC(=O)c2ccoc2C)s1	-11	1	-2	2	-6

#	Rev-erbA mod	mABHD4 FP	LEDGF integ inh	HTRA1 inh	PG9 binder
37	-2	3	2	0	-2.2
38	-1	-9	2	0	-0.3
39	-4	2	1	nt	0.5
40	-4	1	-4	1	0.8
41	-8	-2	-14	-1	0.8
42	-5	-23	1	-33	-0.6
43	-1	-1	-3	2	-1.4
44	-2	0	-1	14	-0.7
45	-1	35*	-1	19	-3.5
46	-3	1	1	9	-1.5
47	1	9	0	-4	-1.4
48	-5	-4	-1	0	-0.6

Additional structures
#	molecule	rCAG RNA binder	SIAE inh	PRMT1 inh	TCR-CD3 inh	TDP2 inh
49	COc1cc(/C=C/C(=O)N(C)CC(=O)Nc2ccccc2Br)cc2c1OCCO2	7	-2	4	1	-4
50	CCOc1ccc(S(=O)(=O)Nc2cccc(C(=O)NCCCN3CCCC3=O)c2)cc1	2	1	-1	8	6
51	Cc1ccc(-c2nc3ccc(Cl)cn3c2Cc2cccc(F)c2)cc1	38*	-1	-1	-5	-7
52	O=C(CN1CCN(Cc2ccccc2)CC1)N/N=C/c1c[nH]c2ccccc12	-5	7	-3	-3	2
53	COc1cccc(/C=C/C(=O)OC(C)C(=O)Nc2c(C)n(C)n(-c3ccccc3)c2=O)c1 (configuration not stated)	-2	-2	6	1	-10
54	Nc1[nH]c(C(=O)c2ccccc2)c(-c2ccc(Br)cc2)c1C(=O)c1ccccc1	9	-5	0	7	1
55	O=C1NC(=O)C(c2ccc(Cl)cc2)N1 (configuration not stated)	-1	3	0	2	-18
56	COCC1CCN(Cc2cn(C)nc2-c2cccc(Cl)c2)C1 (configuration not stated)	-2	2	-4	-2	12

#	Rev-erbA mod	mABHD4 FP	LEDGF integ inh	HTRA1 inh	PG9 binder
49	9	3	3	-9	-2.9
50	-9	-1	-3	0	-2.1
51	-1	-17	7	nt	-1.1
52	2	5	0	16	-4.4
53	-3	-6	-8	0	0.6
54	0	8	6	nt	0.0
55	0	-2	1	8	-1.6
56	-5	0	-3	-1	-1.5

Screening results as filed in PubChem.
